TbPYK inhibitor: blocks Trypanosoma brucei pyruvate kinase; Q57TT1; TbPYK enzyme, Kinase-Glo Plus ATP luminescence, 45 min; Potency, µM (highest dose often 76.8 µM), for inactives: at the top dose activity, negative = inhibition, actives largely listed as inhibitors; hit rate 0.12% among 410,000; active = well fitted inhibition curve with a large enough effect; inconclusive = small, poorly fitted or top-dose-only effect; also: nearly all actives have a fitted effect of over 50% in size
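Quantitative HTS: titrated library compounds versus trypanosomal pyruvate kinase in TEA buffer (pH 7.2) containing KCl, MgCl2, BSA and Tween-20. Reactions were initiated with ADP, 130 uM final. Kinase-Glo Plus luminescence was read after 45 min at RT.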
Active calls of the source: *; ? = inconclusive; & = joins results of further samples; [ ] = remark or other dose. % is scaled to controls: 0 for no effect and ±100 for the full control effect; potency is read from the fitted curve at half-maximal effect.

SMILES	TbPYK inhibitor
O=C(NCCCC1CCCC1)C1CCC(=O)N(Cc2ccccc2F)C1 (stereo not drawn)	-5%
Cc1cnc(C(=O)OCC(=O)c2cc(C)n(CCc3ccc(F)cc3)c2C)cn1	2%
O=C(Cn1sc2ccccc2c1=O)Nc1ccc(Cl)cc1	?
CCOC(=O)c1c(S(=O)(=O)N2CCCC(C(=O)Nc3ccccn3)C2)c(C)n(C)c1C (stereo not drawn)	-11%
CN(C)CCN1CCN(C2CN(Cc3cn(Cc4ccccc4C(F)(F)F)nn3)S(=O)(=O)C2)CC1 (stereo not drawn)	2%
CN(C)CCOC1(Cc2ccc(F)cc2)CCC(C(C)(C)C)CC1 (stereo not drawn)	-5%
COc1ccc(CNC(=O)CCCN2C(=O)CSc3c2c(C)nn3-c2ccccc2)cc1	-6%
CNc1ccc2ncc(-c3ccccc3C(C)=O)n2n1	-5%
CC(=O)Nc1cc(=O)c2cccnc2[nH]1	-4%
NC(CSC1(c2ccccc2)c2ccccc2-c2ccccc21)C(=O)O (stereo not drawn)	-13%
O=C(NN=Cc1cccc([N+](=O)[O-])c1)c1cccc2ccccc12	-3%
CCCCOCc1cc(CN2CCN(c3cccc(Cl)c3)CC2)c(O)c2ncccc12	-1%
COc1ccc(Cl)cc1Cn1c(C)c(C(=O)NCc2cccc([N+](=O)[O-])c2)sc1=O	-1%
COc1ccc(S(=O)(=O)N(C)C[C@@H]2OCc3cnnn3CCCC(=O)N([C@@H](C)CO)C[C@@H]2C)cc1	3%
O=C1OCCOC2CCCc3oc(-c4ccccc4)c1c32 (stereo not drawn)	3%

Quoted at random: 4 records from the list, in no set order.
SMILES	TbPYK inhibitor
COc1ccc(Cl)cc1Cn1c(C)c(C(=O)NCc2cccc([N+](=O)[O-])c2)sc1=O	-1%
Cc1cnc(C(=O)OCC(=O)c2cc(C)n(CCc3ccc(F)cc3)c2C)cn1	2%
CC(=O)Nc1cc(=O)c2cccnc2[nH]1	-4%
CNc1ccc2ncc(-c3ccccc3C(C)=O)n2n1	-5%

Remaining list, next part:
SMILES	TbPYK inhibitor
Cc1ccccc1NC(=O)Cn1c(=O)n(CCC(=O)N2CCc3ccccc3C2)c(=O)c2ccccc21	0%
COC1=NC2=NCCN2C(OC)=N1	-4%
O=C(NCCO)/C(=C\c1cccc([N+](=O)[O-])c1)NC(=O)c1cccs1	-1%
CN(C)CC(C(=O)Cc1ccccc1)c1ccccc1 (stereo not drawn)	1%
O=C(CN(c1ccc(Cl)c(C(F)(F)F)c1)S(=O)(=O)c1ccccc1)Nc1cccnc1	2%
CCN1CCN(c2ncc3c(n2)CCN(Cc2sccc2C)C3)CC1	-9%
Cc1ccc(NC(=O)CSc2nc3n[nH]c(C)c3c(=N)n2-c2ccccc2C)cc1C	-5%
O=S1(=O)CC(N2CCC(Cc3ccccc3)CC2)CN1C1CCCCC1 (stereo not drawn)	7%
CCCCOc1ccc(C2C(=O)N(C3CCCCC3)CC(=O)N2CCCC)cc1 (stereo not drawn)	-7%
CCOc1ccc(-n2c(=O)c3c(C)c(C)sc3n(CC(=O)c3ccccc3)c2=O)cc1	-6%
Cc1oc(-c2ccccc2F)nc1Cn1c(SCc2ccccc2F)nc2ccncc21	-4%
CCN(CC)CCOCCn1c(C)ccc1C	10%
COc1ccccc1NC(=O)CCNS(=O)(=O)c1ccc2c(c1)CCN2C(=O)C1CC1	0%
COc1ccccc1N1CCN(c2ncnc3onc(-c4cccc(Cl)c4)c23)CC1	1%
COc1ccc2c(c1)CSC(c1ccccc1)C2=O (stereo not drawn)	-24%

Rewritten field by field: part of the list above.
CCN(CC)CCOCCn1c(C)ccc1C
  TbPYK inhibitor: 10%
COc1ccccc1NC(=O)CCNS(=O)(=O)c1ccc2c(c1)CCN2C(=O)C1CC1
  TbPYK inhibitor: 0%
COc1ccccc1N1CCN(c2ncnc3onc(-c4cccc(Cl)c4)c23)CC1
  TbPYK inhibitor: 1%
COc1ccc2c(c1)CSC(c1ccccc1)C2=O (stereo not drawn)
  TbPYK inhibitor: -24%

Following part
SMILES	TbPYK inhibitor
CC(C)C[C@H]1CN(CCCC[C@H]2CNC(=O)C(=O)N2Cc2ccccc2)C(=O)C(=O)N1Cc1ccccc1	-1%
CCCCN1CC(N(C)CCN(C)C)CS1(=O)=O (stereo not drawn)	-6%
Cc1nc2c(-c3ccc(F)cc3)c(C)nn2c(C)c1CCC(=O)NCc1ccc(Cl)cc1	-7%
CCOc1cccnc1Sc1ccccc1	1%
Cc1ccc(C)c(N2CCN(C(=O)Cn3ncc4c(=O)oc5ccc(C)cc5c43)CC2)c1	-1%
Cc1ccc(CNC(=O)CCc2c(C)nc3c(c(C)nn3-c3ccccc3)c2C)cc1	2%
CCC(=O)N1CCc2cc(S(=O)(=O)NC(CC(C)C)C(=O)Nc3ccc(CC)cc3)ccc21 (stereo not drawn)	-3%
CCOc1ccccc1CNCc1cccn1-c1nnc(N2CCN(c3ccccc3)CC2)s1	2%
Cc1ccc(-n2c(/C=C/c3ccc(Br)s3)nc3ccccc3c2=O)cc1C	-9%
CCOc1cc(OCC)cc(C(=O)N2CCC[C@H]2C(=O)N2CCC[C@H]2C(=O)N(C)Cc2ccccc2)c1	0%
CCCc1nc2nc(C)c(NS(=O)(=O)c3ccc(C)c(C)c3)c(=O)n2[nH]1	-3%&1%
Cc1c(CNC2CCCCCC2)c(C(=O)O)c(C)n1Cc1ccc(F)cc1	2%
CCOc1ccc(Nc2ncnc3onc(-c4ccc(Cl)cc4)c23)cc1	-3%
CCCn1ccc2c(OCC(=O)NCc3ccccc3Cl)cccc2c1=O	-3%
CCCc1c(C(=O)N/N=C(\C)c2cccnc2)nnn1-c1nonc1N	-9%
CCn1c(NCc2c[nH]c3ccccc23)nc2ccccc21	-1%
Cc1ccc(CNS(=O)(=O)c2cc(Br)cc3c2N(C(=O)C2CC2)CC3)cc1	0%
O=S(c1ccccc1)C(c1ccccc1)c1ccccc1 (stereo not drawn)	-2%
COCCNC(=O)c1cc2c(Cl)nc3ccc(C)cc3c2s1	-1%
CC(C)CNC(=O)C1(C)CCCN1C(=O)CCc1cccs1 (stereo not drawn)	-8%
COc1ccc(C2CC(=O)c3c([nH]c(C(=O)OC4CCC(C)CC4)c3C)C2)cc1OC (stereo not drawn)	4%
COc1ccc(C(c2nnnn2-c2c(C)cccc2C)N2CCC3(CC2)C(=O)NCN3c2ccccc2)cc1 (stereo not drawn)	2%
CC1=C(C(=O)N(C(C)C)C(C)C)CC(CC(=O)NC(c2ccccc2)c2ccccc2)C(=O)N1CCCN1CCCC1=O (stereo not drawn)	-4%
Cc1ccc(-c2cc(NC=O)c3ncc(-c4cnn(C)c4)n3c2)cc1	-1%
COc1ccc(C2CC(=O)N(Cc3ccc(F)cc3)c3ccccc3S2)cc1 (stereo not drawn)	2%
Cn1c(=O)c2[nH]c(C3CC3)nc2n(C)c1=O	-3%
Cc1cccc(-c2nc3c4ccccc4n(CC(=O)Nc4cccc(F)c4)c(=O)n3n2)c1	1%
O=C(CN1CCOCC1)Nc1cccc(C(F)(F)F)c1	-7%
CCOc1ccc(NS(=O)(=O)c2ccc(N)cc2)nn1	-5%
COc1cccc(-c2cnc(C(O)c3cc(Cl)cc(Cl)c3)[nH]2)c1 (stereo not drawn)	2%
Cc1ccc(CNC(=O)CCS(=O)(=O)c2cc(Br)cc3c2N(C(=O)C2CC2)CC3)cc1	5%
Cc1ccc(Cc2c(-c3ccco3)nc3ccc(Cl)cn23)cc1	22µM*
Cc1ccc(N2CC(C(=O)OCC(=O)Nc3c(C)cccc3C)CC2=O)cc1 (stereo not drawn)	-10%
COc1ccc(NC2=Nc3ccccc3N[C@@]23C[C@H]2CCCC(=O)N4CC[C@@H](C3)[C@@H]24)cc1	-10%
CSC1SCC2C(=O)N(C)C(C(C)C)C(=O)OCC(NC(=O)c3cnc4ccccc4n3)C(=O)NC(C)C(=O)N(C)C1C(=O)N(C)C(C(C)C)C(=O)OCC(NC(=O)c1cnc3ccccc3n1)C(=O)NC(C)C(=O)N2C (stereo not drawn)	-12%
O=C1c2ccccc2C(c2nnnn2-c2ccc3c(c2)OCCO3)N1C1CC1 (stereo not drawn)	-7%
CN(Cc1cccc(C(F)(F)F)c1)C(=O)[C@H]1O[C@@H](n2ccc(N)nc2=O)[C@H](O)[C@@H]1O	7%
COCCc1nn2c(=O)cc(COC(=O)c3ccc(Br)cc3)nc2s1	3%
Cc1nc2sc(C(c3ccco3)N3CCc4ccccc4C3)c(O)n2n1 (stereo not drawn)	?
Cc1ccc([C@@H]2CC(=O)[C@@H]3CN(S(=O)(=O)c4ccccc4C)[C@H](c4ccc(Cl)cc4)C[C@@H]3N2S(=O)(=O)c2ccc(C)cc2)cc1	8%
O=C(Nc1nnc(S(=O)(=O)N2CCN(c3ccc(F)cc3)CC2)s1)c1ccc(Cl)cc1	-3%
COc1ccc(CNCCS(=O)(=O)NCc2ccccc2)cc1	1%
CC12Cc3cn[nH]c3C=C1CCC1C2CCC2(C)C1CCC2(C)O (stereo not drawn)	3%
CN1C(C(=O)NC(C)(C)C)=CC(c2ccc3c(c2)OCO3)=NS1(=O)=O	-12%
O=C1CN(C(=O)Nc2ccccc2C(F)(F)F)C(c2ccccc2)c2c(sc3c2CCCC3)N1 (stereo not drawn)	6%
Cn1c(=O)cc(OCCCC(=O)Nc2ccc(F)cc2)c2ccccc21	-3%
O=C(NCCO)C(=O)Nc1c2c(nn1-c1ccc(F)cc1)CSC2	10%
c1ccc(CNc2cccnc2)cc1	-5%
CC(=O)N1CCc2cc(CNS(=O)(=O)c3ccc(Br)s3)ccc21	-8%
COC(=O)[C@@]1(Cc2ccc(F)cc2)[C@H]2c3cc(C(=O)N4CCCC4)n(CCN4CCNC4=O)c3C[C@H]2CN1C(=O)c1ccccc1	5%
CCOc1ccccc1NC(=O)c1cccn(Cc2ccccc2C)c1=O	-4%
COc1ccc(NC(=O)CN2C(=O)CN=C(c3ccccc3)c3ccccc32)c(OC)c1	-1%
C[C@H]1CN([C@@H](C)CO)C(=O)CCCn2cc(nn2)CO[C@@H]1CN(C)C(=O)Nc1ccc(F)cc1	5%
CCCCn1cnc2c(SCc3ccccc3Cl)nc(N)nc21	3%
COc1ccc(CCNC(=O)c2ccc(F)c(S(=O)(=O)N3CCCCC3)c2)cc1	4%
COc1ccccc1Cc1c(-c2ccc(C)cc2)nc2ccc(Cl)cn12	-1%
O=C(c1cc(C2CCCCN2C(=O)OCCF)on1)N1CCOCC1 (stereo not drawn)	-3%
Cc1nc2ccc(C(=O)NCCCn3ccnc3)cn2c1N(C)CC1CCCCC1	-10%
Nc1cc2c(cc1Cl)-c1ccc(Cl)cc1C2	1%
CCc1nc2c(OCc3ccc(Cl)cc3)cccn2c1N(C)C(=O)C1CC1	-3%

Other compounds follow:
SMILES	TbPYK inhibitor
CNC(=O)c1nn(C)c(=O)[nH]c1=O	0%
COc1ccccc1C(=O)Nc1ccc(C(=O)OCc2cc(=O)n3ccsc3n2)cc1	0%
O=C(Nc1ccc(F)cc1)C1CCN(c2nc3ccccc3nc2C(F)(F)F)CC1	2%
COCCCNC(=O)c1cc2cc(S(=O)(=O)N3CCCCC3)ccc2n1C	-6%
COc1cccc(C(O)c2nc(-c3ccc(C)c(C)c3)cs2)c1 (stereo not drawn)	1%
c1ccc(CCCCc2ccccn2)cc1	1%
Cc1c(CN(C)C(=O)C2CCC(=O)N(Cc3ccccc3F)C2)[nH]c2ccccc12 (stereo not drawn)	0%
CCN1C(=O)[C@@H]2[C@@H]3CN(S(=O)(=O)c4ccc(C)cc4)[C@@H](c4cccc5ccccc45)[C@@H]3C(=O)C[C@@H]2C1=O	3%
Cc1nc(-c2ccc(S(=O)(=O)N(Cc3ccccc3)C(C)C)cc2)co1	1%
CCn1c(CN2CCCCC2)nc2cc(NC(=O)COc3ccc(C(C)(C)C)cc3)ccc21	-9%
COc1ccc(Cc2nc3ccc(C(=O)NCCc4ccccc4)cc3o2)cc1	3%
COCCN(C(=O)COC(=O)c1ccc(-c2ccccc2)cc1)c1c(N)n(Cc2ccccc2)c(=O)[nH]c1=O	-3%
Cc1ccc(O)c(NC(=O)c2nc3nc(C)cc(C(F)F)n3n2)c1	-3%
CCOC(=O)c1cc(-c2ccccc2)n(CCC(=O)NCc2ccccc2Cl)c1C	0%
Cc1cc(OCCn2cc(C(=O)c3cccs3)c3ccccc32)ccc1Cl	-9%
Cc1c(C(=O)NCc2ccccc2Cl)sc2nc3n(c(=O)c12)CCC3	1%
COc1ccccc1-c1cnc2c(c1)C(=O)N([C@@H](C)CO)C[C@@H](C)[C@@H](CN(C)C(C)=O)O2	-4%
Cc1ccccc1NC(=O)c1c(C)oc2ccc(O)c(CN3CCC(C)CC3)c12	-16%
CCOc1ccc(N(C)S(=O)(=O)c2cc(-c3cnc(C)o3)ccc2OC)cc1	4%
CC(C)n1ncc2c(C(=O)N3CCN(Cc4cccs4)CC3)cc(C3CC3)nc21	0%
O=C(CN1C(=O)CSc2ccc(S(=O)(=O)N3CCCC3)cc21)Nc1cccc(Cl)c1	-3%
Cc1cccc(CNC(=O)c2ccc3c(c2)c(C)c(C)n3Cc2ccccc2)c1	0%[15.4 µM]
COc1cccc(CNC(=O)C(Cc2ccccc2)NS(=O)(=O)c2ccc3c(c2)oc(=O)n3C)c1 (stereo not drawn)	-3%
CC1CCN(c2nc3ccc(C(=O)N4CCN(c5ccccc5)CC4)cc3s2)CC1	0%
Cc1ccc(-c2noc(-c3cccnc3NCc3ccc(Cl)cc3)n2)cc1	3%

Screening data: PubChem BioAssay, National Center for Advancing Translational Sciences (NCATS)

This is a subset, so the mix of outcomes need not match the whole.
